From PubChem
LYP inh 2 = PTPN22 phosphatase inhibitors, primary screen, biochemical, DiFMUP fluorescence, 2 µM. Tyrosine-protein phosphatase non-receptor type 22 (Homo sapiens), Q9Y2R2. recombinant LYP catalytic domain. inhibition, % at 2 µM. actives 0.21% (n = 96,000). AID 640, 2007;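 active means inhibition at 2 µM at or above a set limit, the screen mean plus 3 SD, cut at about 24% in these data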;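 further: 0% = DMSO with enzyme and 100% = enzyme fully blocked by orthovanadate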
Target sequence (Q9Y2R2 whole entry, looked up, the tested form may be a part): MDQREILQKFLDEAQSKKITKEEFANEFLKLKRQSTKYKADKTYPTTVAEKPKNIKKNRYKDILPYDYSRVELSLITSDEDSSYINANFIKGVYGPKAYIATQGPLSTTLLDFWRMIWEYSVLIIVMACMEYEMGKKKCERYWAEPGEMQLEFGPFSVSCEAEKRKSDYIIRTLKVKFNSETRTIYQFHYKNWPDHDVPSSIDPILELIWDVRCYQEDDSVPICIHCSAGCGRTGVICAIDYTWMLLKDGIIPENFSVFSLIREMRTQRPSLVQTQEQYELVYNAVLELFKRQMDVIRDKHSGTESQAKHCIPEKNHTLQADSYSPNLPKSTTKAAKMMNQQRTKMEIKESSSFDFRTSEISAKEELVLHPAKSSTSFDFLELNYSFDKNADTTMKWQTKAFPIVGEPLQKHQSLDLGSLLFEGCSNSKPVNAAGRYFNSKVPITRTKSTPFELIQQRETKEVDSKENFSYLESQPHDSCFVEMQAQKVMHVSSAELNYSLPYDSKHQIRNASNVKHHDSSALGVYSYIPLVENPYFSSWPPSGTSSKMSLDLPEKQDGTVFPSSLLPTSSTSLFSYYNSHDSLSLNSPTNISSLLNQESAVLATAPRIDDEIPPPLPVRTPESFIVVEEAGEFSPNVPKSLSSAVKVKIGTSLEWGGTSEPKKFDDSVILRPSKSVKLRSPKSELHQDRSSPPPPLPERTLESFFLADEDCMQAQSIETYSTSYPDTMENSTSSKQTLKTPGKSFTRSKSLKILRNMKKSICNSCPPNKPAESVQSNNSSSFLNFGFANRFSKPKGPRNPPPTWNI
Candida biofilm = clotrimazole potentiators killing Candida biofilms, primary screen, with clotrimazole, Alamar Blue; actives 0.14% (n = 85,000); inhibition, % at 6 µM; C. albicans biofilm + clotrimazole;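 active means inhibition above 20%; inactive means inhibition below 20%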;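 further: preformed 24 hr biofilms exposed to compound for 48 hr; 0% = biofilm without compound and 100% = blank killed by clotrimazole plus chlorhexidine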
PLK1 PBD inh = Plk1 polo box domain binding inhibitors, primary screen, biochemical, fluorescence polarization. Serine/threonine-protein kinase PLK1 (Homo sapiens), P53350. Plk1 PBD phosphopeptide binding. inhibition, %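 (tested at about 20 µM)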. actives 0.13% (n = 97,000). AID 693, 2007; in the data active means inhibition above about 34%, passing the limit was not always enough
CYP2C9 act = human CYP2C9 activators, primary screen, biochemical, luminescence; Cytochrome P450 2C9 (Homo sapiens), P11712; recombinant CYP2C9, luciferin-H conversion; hits give high values; factor 1 = untreated enzyme, 0 = blocked; activation factor at 5 µM; actives 1.4% (n = 96,000);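 active means activation factor of 2 or more for CYP2C9 at a 5 µM dose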;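 further: 0 = sulfaphenazole-blocked wells and 1 = vehicle-only wells; values of inactives mirror those of a sister screen read the other way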
EphB4 antag = EphB4-ephrin-B2 interaction antagonists, primary screen, biochemical, TNYL-RAW peptide probe, fluorescence polarization | inhibition, % at 7 µM | Ephrin type-B receptor 4 (Homo sapiens), P54760 | actives 0.15% (n = 97,000) | EphB4 LBD / TNYL-RAW-Alexa532 peptide;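 active means inhibition above the screen-wide mean inhibition plus 3 SD, cut at about 15% in these data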;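 further: 0% = DMSO wells and 100% = excess unlabeled TNYL-RAW peptide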
Rev-RRE block = HIV-1 Rev-RRE binding inhibitors, primary screen, biochemical, FRET, protein-RNA interaction | P05866 | Rev peptide-RRE RNA binding | inhibition, % at 8 µM | actives 0.79% (n = 97,000) | AID 704, 2007;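 active means inhibition above the screen-wide mean plus 3 SD, cut at about 35% in these data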;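 further: 0% = median DMSO wells and 100% = median Neomycin B control wells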
Target sequence (P05866 whole entry, looked up): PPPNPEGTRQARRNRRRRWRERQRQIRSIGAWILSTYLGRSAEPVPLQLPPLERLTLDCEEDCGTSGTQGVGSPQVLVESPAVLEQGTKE
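Test system: labelled RRE RNA duplex and labelled Rev peptide. Times: 5 min compound–RNA preincubation, then 15 min with peptide, 25 °C. Doses: single-dose 8 µM. Measured by: FRET, excitation 480 nm, emission 540 nm donor and 671 nm acceptor. Measure: % inhibition of FRET ratio versus controls.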
PTPN22 act = LYP phosphatase activators, primary screen, biochemical, DiFMUP fluorescence, 2 µM; Tyrosine-protein phosphatase non-receptor type 22 (Homo sapiens), Q9Y2R2; recombinant LYP; 0 = plate median, 100 = signal doubled; activation, % at 2 µM; actives 0.11% (n = 96,000); AID 697, 2007;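 active means activation at 2 µM above a set limit, the mean plus 5 SD, cut at about 37% in these data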
PLK1 inh = human PLK1 kinase inhibitors, primary screen, biochemical, TR-FRET; recombinant PLK1 kinase, TR-FRET peptide phosphorylation; inhibition, % at 10 µM; actives 0.53% (n = 97,000); AID 619, 2007;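 active means inhibition of 50% or more in the single-concentration screen; inactive means inhibition below 50%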;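 further: 0% = DMSO max control and 100% = H-89 dihydrochloride min control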
CYP2C9 inhib = blockers of cytochrome P450 2C9 activity – biochemical, luminescence, ADME assay, primary screen; CYP2C9 Supersomes, luciferin-H conversion; inhibition, % at 5 µM; AID 777, 2007; P11712; actives 20% (n = 96,000);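 active means blocking of liver enzyme CYP2C9 beyond about 50% at 5 µM, limit read from the data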; further: values of inactives mirror those of a sister screen read the other way
Starred values were filed as active, the others as inactive; nt = not tested or not shown.

SMILES	LYP inh 2	Candida biofilm	PLK1 PBD inh	CYP2C9 act	EphB4 antag	Rev-RRE block	PTPN22 act	PLK1 inh	CYP2C9 inhib
Nc1c(C(=O)OCC2CCCO2)c2nc3ccccc3nc2n1-c1ccc2c(c1)OCCO2 (stereo not drawn)	-3	4	5	0.4	5	-1	2	-4	59*
O=c1oc2ccccc2cc1-c1nc(-c2ccccc2)no1	15	nt	-2	0.9	6	7	-12	-15	9
O=C(CSc1nc2cccnc2n1Cc1ccccc1)NC1CCCCC1	7	3	-3	nt	3	11	-6	-7	nt
CCOC(=O)C(CC)n1nc(C)n2c(cc3occc32)c1=O (stereo not drawn)	-12	5	21	0.3	-7	2	14	-16	71*
Cc1cccc(NC(=O)CSc2nnnn2-c2cccnc2)c1	-5	nt	14	0.6	5	7	10	-8	37
O=C(NCC1CCCO1)c1onc(CSc2cccc3ccccc23)c1C(=O)O (stereo not drawn)	15	nt	7	0.2	2	0	-12	-21	82*
Cc1ccc(S(=O)(=O)c2c(C)nn(C(C)(C)C)c2OC(=O)C2CCCC2)cc1	-5	4	-17	0.4	3	13	3	-4	61*
CCOC(=O)c1cc2sccc2n1CC(=O)OC	-1	1	-16	0.8	-1	5	-2	4	23
Cc1nc(SCC(=O)NCc2ccc(F)cc2)c2c(=O)n(C)c(=O)n(C)c2n1	0	5	-1	1	5	7	-2	-28	-1
COc1ccc(OC)c(C2C(C#N)=C(N)Oc3c2c(C)nn3-c2cccc(Cl)c2)c1 (stereo not drawn)	3	7	-7	0	6	29	-2	-2	98*
CCOC(=O)c1[nH]c(COC(=O)C2CC(=O)N(Cc3ccccc3)C2)c(C(=O)OCC)c1C (stereo not drawn)	-7	-2	19	0.4	10	-3	4	-6	60*
CCn1c(SCC(=O)NC(C)(C)C)nnc1-c1ccoc1C	-1	2	11	nt	-1	5	0	-3	nt
CC(C)C(c1nnnn1C1CCCCC1)N1CCc2ccccc21 (stereo not drawn)	-3	1	1	1.1	7	10	6	-11	-8
CC(=O)C(C)Oc1ncn(-c2ccccc2)n1 (stereo not drawn)	-10	6	-8	0.8	2	11	14	-4	18
O=C(NCCN1C(=O)CSC1=O)C1CC(=O)N(c2ccccc2)C1 (stereo not drawn)	-8	-3	-5	0.9	2	9	7	-10	7
COc1ccc(C(O)c2nccn2Cc2ccccc2)cc1 (stereo not drawn)	-7	nt	20	0.9	-3	0	6	-7	7
CC1CC(C)CN(c2oc(-c3ccco3)nc2C#N)C1 (stereo not drawn)	11	10	-3	nt	-2	15	-14	-8	nt
O=C(Nc1nc(-c2ccccc2)cs1)NC1CCCCC1	3	nt	3	1.1	2	15	1	0	-14
CCN(CC)S(=O)(=O)c1cccc(C(=O)Nc2cc(C)cc(C)c2)c1	-1	5	-10	0.6	5	13	-2	2	40
CCc1c(-c2ccccc2)nc2nc(C)c(C)nn12	7	-1	-27	1.2	0	21	-10	5	-17
O=C(O)c1cccc2cccnc12	0	8	6	0.8	-1	8	3	-9	18
Cc1noc(/C=C/N(C)C)c1S(=O)(=O)N1CCCC(C(=O)Nc2ccc3c(c2)OCO3)C1 (stereo not drawn)	2	11	17	0.3	5	-1	-5	-17	67*
COc1cccc(CNC(=O)N[C@@H](CC(C)C)C(=O)O)c1	10	7	-4	1.1	-6	3	-11	-4	-12
Cc1ccc(C2C3=C(CCCC3=O)Nc3[nH]c(=S)[nH]c(=O)c32)cc1 (stereo not drawn)	-6	7	3	0.9	1	5	8	-14	13
CSc1sc2ccccc2[n+]1CCCS(=O)(=O)[O-]	-6	nt	6	0.9	0	5	4	-4	5
Other results.
SMILES	LYP inh 2	Candida biofilm	PLK1 PBD inh	CYP2C9 act	EphB4 antag	Rev-RRE block	PTPN22 act	PLK1 inh	CYP2C9 inhib
CCOC(=O)c1c(C)c(C(=O)NCCN2CCOCC2)c(C)n1C	-17	12	8	nt	-1	2	12	-11	nt
CCC(=O)Nc1nc2ccccc2n1CCN1CCOCC1	-7	1	-20	1	-3	10	5	7	4
O=C1C2C3C=CC(C3)C2C(=O)N1c1cccc(N2C(=O)C3C4C=CC(C4)C3C2=O)n1 (stereo not drawn)	-13	-4	12	1	-2	15	8	2	0
CN(CC(=O)Nn1cnnc1)S(=O)(=O)c1ccccc1	-8	2	-25	0.7	0	8	6	-29	26
COCC(=O)Nc1sc2c(c1C(=O)OC)CCC(C)C2 (stereo not drawn)	12	5	-6	0.7	-7	5	-11	-13	29
CC(NC(=O)CSc1nc2ccccc2n1CCC#N)c1ccc(F)cc1 (stereo not drawn)	6	0	-27	0.5	4	7	-7	-8	55*
CCN1C=CC2=C(C#N)C(N)C(C#N)(C#N)C(c3ccccc3C(F)(F)F)C2C1 (stereo not drawn)	5	-2	-14	nt	2	58*	-5	6	nt
O=C(CCS(=O)(=O)c1cccc2nonc12)Nc1cccc2c1CCCC2	0	5	-7	1.2	-6	3	1	1	-24
Cc1nn(Cc2ccc(Cl)cc2Cl)c(C)c1NC(=O)c1ccc(COc2cc(Cl)ccc2Cl)o1	21	nt	-38	0.5	6	3	-18	-7	47
O=C(Nc1cnn(C23CC4CC(CC(C4)C2)C3)c1)c1cnn2cccnc12	-2	2	11	1.1	-3	3	-2	-4	-15
CCc1cc(-c2n[nH]c(C)c2Oc2ccc(C(C)C)cc2)c(O)cc1O	8	6	-13	0.2	3	19	-6	-53	83*
CCOC(=O)C1CCN(Cc2ccc(O)c3ncccc23)CC1	0	5	32	0.9	-4	2	-1	1	6
CC(=O)CSc1nc(C(F)(F)F)cc(=O)n1-c1ccccc1	nt	nt	-1	1	4	2	nt	-12	-4
COc1ccccc1C(=O)N1CCCC1(C#N)c1ccccc1 (stereo not drawn)	1	7	-7	0.1	-3	6	3	-4	90*
CC(=O)Nc1ccc(N2CCCCC2)c(C(=O)Nc2cccc(C)c2)c1	8	3	-11	0.4	1	10	-6	-11	57*
CCN1C(=O)CC(Sc2ccccc2N)C1=O (stereo not drawn)	4	5	-6	0.6	-9	6	-5	-6	41
COc1ccc(CNC(=O)c2cc(-c3ccc(OC)c(OC)c3)on2)cc1	-6	8	-25	1.2	0	1	4	-8	-18
CC(C)c1ccc(C(=O)CSc2n[nH]c(-c3ccncc3)n2)cc1	-2	1	19	0.1	4	3	4	7	94*
Nc1nc(C(=O)N2CCOCC2)nn1S(=O)(=O)c1ccccc1	11	-3	-9	1	-3	6	-14	12	-3
COC(=O)c1nnn(CC(=O)Nc2cc(Cl)ccc2C)c1C(=O)OC	-4	10	-4	0.5	1	6	7	-34	54*
COc1ccc2oc(=N)c(C(=O)Nc3ccccc3)cc2c1	-2	7	-16	1	-6	-1	-1	-16	2
Cn1c(-c2ccc(Cl)cc2)cnc1N	-6	9	1	1	7	8	7	18	-1
CCOC(=O)C(=CNc1cc(C)nn1-c1ccc(Cl)cc1)C(=O)OCC	3	4	8	0.2	14	-6	-2	4	77*
N#CCC(=O)N/N=C/c1ccc(OS(=O)(=O)c2ccccc2)cc1	3	nt	-28	0.9	-4	7	0	-7	8
CCCCCn1c(CN2CCN(c3cccc(Cl)c3)CC2)nc2c1c(=O)[nH]c(=O)n2C	-22	8	-12	0.4	4	5	20	-6	59*

Exported with each value named: part of the list above
molecule: CCOC(=O)C1CCN(Cc2ccc(O)c3ncccc23)CC1
  LYP inh 2 = 0
  Candida biofilm = 5
  PLK1 PBD inh = 32
  CYP2C9 act = 0.9
  EphB4 antag = -4
  Rev-RRE block = 2
  PTPN22 act = -1
  PLK1 inh = 1
  CYP2C9 inhib = 6
molecule: CC(=O)CSc1nc(C(F)(F)F)cc(=O)n1-c1ccccc1
  LYP inh 2 = nt
  Candida biofilm = nt
  PLK1 PBD inh = -1
  CYP2C9 act = 1
  EphB4 antag = 4
  Rev-RRE block = 2
  PTPN22 act = nt
  PLK1 inh = -12
  CYP2C9 inhib = -4

Going on with the list.
SMILES	LYP inh 2	Candida biofilm	PLK1 PBD inh	CYP2C9 act	EphB4 antag	Rev-RRE block	PTPN22 act	PLK1 inh	CYP2C9 inhib
O=C(Nc1ccc(Br)cc1)C1CCC(=O)N1Cc1ccccc1Cl (stereo not drawn)	-2	nt	-22	0.1	-9	7	-2	-7	90*
O=c1cc(O)n(-c2ccccc2)c(=S)[nH]1	-3	8	14	nt	4	8	-1	-20	nt
COc1cccc(C(=O)Nc2cccc(-c3nc4ncccc4o3)c2C)c1	-1	2	-24	1	4	8	-2	-2	4
N#C/C(=C\c1ccco1)Sc1nc2ccccc2s1	5	-2	-8	1.6	4	7	-4	5	-56
CCCOc1ccccc1N/C(=N/c1nc(C)cc(C)n1)NC(=O)COc1ccc(OC)cc1	-4	2	-16	0.1	2	1	6	-2	92*
CCOC(=O)N1CCC(n2c(SCC(=O)NCc3ccccc3)nc3ccccc3c2=O)CC1	4	2	15	0.5	16*	2	-6	-9	53*
COCCOC(=O)CC1=NC(=O)CS1	-6	8	25	1.1	-6	6	4	-9	-6
COCC(=O)NC1CCN(S(=O)(=O)c2ccc(C(=O)O)cc2)CC1	3	5	4	0.9	8	10	-2	0	14
CCOC(=O)c1[nH]c2ccc(OC)cc2c1N=CN(C)C	10	4	-9	0.9	15	10	-10	-4	11
COc1cccc(C(=O)N2CCN(C(=O)c3cccc4ccccc34)CC2)c1OC	-11	4	-15	0.6	-2	-1	11	-11	36
Cc1ccc(C(=O)Nc2nnn(C)n2)cc1	0	nt	-7	0.6	2	5	0	-14	39
CCOC(=O)CN1C(=O)C(O)=C(C(C)=O)C1c1ccccc1 (stereo not drawn)	-8	9	19	0.9	7	7	6	-16	8
CCc1nccn1S(=O)(=O)c1ccc(OC)c(OC)c1	-4	2	-27	1.2	nt	nt	2	-3	-19
O=C(c1ccc(-c2ccccc2)cc1)c1ccccc1C(=O)N1CCOCC1	7	4	1	0.6	-1	6	-8	-5	37
COc1ccc(C(c2sc3nc(C)nn3c2O)N2CCC3(CC2)OCCO3)cc1 (stereo not drawn)	-3	nt	-5	0.9	-8	-1	2	-3	11
CCC(c1nnnn1CCOC)N(Cc1cc2cc(C)c(C)cc2[nH]c1=O)CC1CCCO1 (stereo not drawn)	-2	0	-8	1.1	-13	3	3	13	-6
Cc1nn(-c2ccccc2)c(Cl)c1C(=O)N1CCN(c2ncnc3c2cnn3-c2ccccc2)CC1	-2	5	1	0.9	6	-3	0	-21	10
CC(C)(C)NC(=O)CC(CC(=O)O)c1ccccc1 (stereo not drawn)	2	10	45*	1	6	6	-4	-4	-2
CN(C)S(=O)(=O)c1ccc(N2CCOCC2)c(C(=O)O)c1	-10	nt	-15	0.5	2	5	8	-16	46
CCOC(=O)c1cc(C(=O)Nc2cccc(C)c2)nn1C	7	nt	-29	1.2	0	-1	-4	-12	-23
CC(C)CN(CCCNC(=O)CC1Oc2ccccc2NC1=O)CC(C)C (stereo not drawn)	-2	5	19	1	6	5	2	-7	0
O=C(COC(=O)c1ccco1)NCc1ccco1	7	-3	-4	1.2	-1	6	-8	-5	-18
COC(=O)c1cc2n(n1)CCN(Cc1ccc(C)cc1)C2=O	-2	nt	-31	0.8	6	4	6	-5	18
Cc1cc(NC(=O)CN2CCN(c3ccccc3O)CC2)no1	-9	nt	12	0.6	-8	0	4	-21	44
O=S(=O)(c1ccc(N2CCCC2)nc1)N1CCOCC1	-27	4	5	1.1	0	-2	28	-5	-7
Cc1ccc(N(C(=O)C(F)(F)F)C(C(=O)NC2CCCCC2)c2cccs2)cc1C (stereo not drawn)	-7	nt	-30	0.9	4	10	11	-3	14
